# Screening results: PubChem BioAssay, several laboratories
# RmlCD inh 1536 – blocks M. tuberculosis RmlC and RmlD coupled enzymes; hit rate 0.03% among 160,000; AID 1533; inhibition, % at 3.6 µM; RmlC+RmlD coupled enzyme assay, percent inhibition; primary screen in compound mixtures; in the data active means inhibition mostly above about 34%, no sharp cut-off; further: some results filed as inactive read as strong as hits
# Target sequence (P9WH09 whole entry, looked up): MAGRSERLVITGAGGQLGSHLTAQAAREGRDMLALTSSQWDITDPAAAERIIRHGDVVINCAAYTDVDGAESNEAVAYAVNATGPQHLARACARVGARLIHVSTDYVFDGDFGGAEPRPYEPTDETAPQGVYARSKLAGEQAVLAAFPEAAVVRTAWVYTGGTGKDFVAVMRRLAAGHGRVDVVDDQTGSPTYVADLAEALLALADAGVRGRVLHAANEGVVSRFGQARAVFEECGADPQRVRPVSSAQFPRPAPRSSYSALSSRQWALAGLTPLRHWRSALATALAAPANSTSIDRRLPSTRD
# Target sequence (P9WH11 whole entry, looked up): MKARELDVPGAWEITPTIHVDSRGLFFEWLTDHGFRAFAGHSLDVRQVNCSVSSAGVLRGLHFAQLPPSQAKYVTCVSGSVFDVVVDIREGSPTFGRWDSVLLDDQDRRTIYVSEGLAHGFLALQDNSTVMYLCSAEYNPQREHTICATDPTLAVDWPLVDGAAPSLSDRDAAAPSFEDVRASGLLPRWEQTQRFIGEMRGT
# M. tuberculosis GlmU – inhibition of mycobacterial GlmU enzyme – biochemical, glucosamine-1-phosphate acetyltransferase (AID 1376). hit rate 0.25% among 220,000. inhibition, %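 (tested at 30 µM in the primary screen)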; hits with a dose series show IC50 in µM. M. tuberculosis GlmU acetyltransferase enzyme assay; higher % means a stronger effect; in the data active means inhibition above about 13%;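 further: 0% = complete reaction with vehicle and 100% = reaction without substrate; strong numbers were not always called active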
# The depositor's hits bear a star; . = no result given. These rows are one share of the data, so the mix of outcomes need not match the whole.
SMILES,RmlCD inh 1536,M. tuberculosis GlmU
Cc1cc(C(=O)CN2C(=O)NC3(CCCc4ccccc43)C2=O)c(C)n1Cc1ccccc1 (centres undefined),.,0.1%
COc1ccc(C(=O)C2CCCN(C(=O)c3c4c(nn3C)CCCC4)C2)cc1F (centres undefined),-9,3.1%
CN1C(=O)C2(N=c3ccccc3=N2)c2ccccc21,11,7.5%
O=C(CSc1nnnn1-c1ccc2c(c1)OCCO2)Nc1nc2c(s1)CCCC2,5,-0.5%
NS(=O)(=O)c1ccc(NC(=O)COC(=O)/C(=C/c2cccs2)c2cccs2)cc1,2,-2.8%
O=C1C(=C2SCCCS2)CC/C1=C\c1ccc(F)cc1,12,-2.5%
CCOc1ccc(C2CC(c3ccccc3C)n3nc(N)nc3N2)cc1 (centres undefined),-4,-1.7%
COc1ccccc1N1CCN(C2=NS(=O)(=O)c3ccccc32)CC1,.,-0.5%
C/C(Cl)=C\Cn1c(Nc2cccc(C)c2)nc2c1c(=O)n(C)c(=O)n2C,-6,-1.0%
CCCCNS(=O)(=O)c1ccc(NC(=O)Cc2ccc(OC)cc2)cc1,1,0.4%
COc1ccc(-c2nn(-c3ccccc3)cc2/C=N/NC(=O)c2ccc(Br)o2)cc1,11,6.5%
Nc1nc(N)c2c(ccc3nccc32)[nH]1,-8,-5.6%
O=C(Nc1ccc(F)cc1)C1CC(=O)n2ncnc2N1 (centres undefined),7,-0.4%
Cn1cc(S(=O)(=O)CC(=O)N2CCCc3ccccc32)c2ccccc21,-5,-4.4%
NC(=S)NC(=O)/C=C/c1ccccc1,-13,-6.0%

# Quoted at random: six compounds from above
SMILES,RmlCD inh 1536,M. tuberculosis GlmU
Nc1nc(N)c2c(ccc3nccc32)[nH]1,-8,-5.6%
COc1ccc(C(=O)C2CCCN(C(=O)c3c4c(nn3C)CCCC4)C2)cc1F (centres undefined),-9,3.1%
Cn1cc(S(=O)(=O)CC(=O)N2CCCc3ccccc32)c2ccccc21,-5,-4.4%
COc1ccc(-c2nn(-c3ccccc3)cc2/C=N/NC(=O)c2ccc(Br)o2)cc1,11,6.5%
CN1C(=O)C2(N=c3ccccc3=N2)c2ccccc21,11,7.5%
Cc1cc(C(=O)CN2C(=O)NC3(CCCc4ccccc43)C2=O)c(C)n1Cc1ccccc1 (centres undefined),.,0.1%

# Remaining list, next part
SMILES,RmlCD inh 1536,M. tuberculosis GlmU
O=C(C(Cc1ccccc1)n1cccc1)N1CCN(Cc2ccccc2)CC1 (centres undefined),-5,7.3%
COc1ccc(C(=O)N2CCC(=O)N(C(CO)Cc3ccccc3)CC2)cc1 (centres undefined),.,-1.4%
CCOC(=O)C1=C(c2ccccc2)N=c2s/c(=C\c3cc(OC)c(OC)c(OC)c3)c(=O)n2C1c1cccs1 (centres undefined),-2,0.3%
COC(=O)CNC(=O)CN1C(=O)N(c2ccccc2)C(N(O)C(=O)Nc2ccccc2)C1(C)C (centres undefined),15,-3.7%
CC1(C)CCN(Cc2ccccc2)C1CC#N (centres undefined),.,0.5%
CCOc1ccc(-n2c(SCC(=O)Nc3nccs3)nnc2-c2ccoc2C)cc1,6,1.5%
O=C(CN1CCOCC1)Nc1scc2c1c(=O)oc1ccccc12,-1,-0.6%
CCn1nnnc1SCC(=O)N1CCN(c2ccccc2)CC1,0,-4.7%
Cc1c(C(=O)N2CCCCC2)oc2ccc(S(=O)(=O)N3CC(C)CC(C)C3)cc12 (centres undefined),.,-5.3%
Cc1ccccc1NC(=O)C12CC3CCC1(C)C3(C)CO2 (centres undefined),1,2.3%
C(=C\c1nc2ccccc2[nH]1)/c1ccccc1,13,4.1%
O=C(Cn1c2c(c(-c3ccccc3Cl)cc1=O)CCC2)N1CCC2(CC1)OCCO2,-3,-7.2%
Cc1ccc(S(=O)(=O)CCC(=O)c2ccc(O)cc2O)cc1,.,-1.9%
COc1ccc(S(=O)(=O)Cc2ccc(C(=O)N3CCC(C(N)=O)CC3)o2)cc1,7,-0.3%
Cc1cc(C)n(-c2cc(-c3ccccc3)nc(C)n2)n1,13,-3.2%
Nn1c(SCC(=O)Nc2nccs2)nncc1=O,-10,3.0%
C=C(C)C1CC=C(CN2CC(C)OC(C)C2)CC1 (centres undefined),6,1.5%
CCN(CC(=O)Nc1ccc(NC(C)=O)cc1)C(=O)COc1ccc(C(=O)c2ccccc2)cc1,6,0.3%
O=C(Nc1ccccc1)c1cnc2n(c1=O)CCS2,3,-2.1%
COc1cc(-c2nnc3n(CCc4ccccc4)c(=O)c4ccccc4n23)cc(OC)c1OC,3,-2.5%
Cc1ccc2nc(-c3ccccc3)cc(C(=O)NCC3CCCO3)c2c1 (centres undefined),8,0.3%
C=C(C(=O)c1ccccc1)C(C)C(=C)C(=O)c1ccccc1,14,0.0%
Cc1ccc2[nH]c3c(c2c1)CN(C(=O)CN1CCN(Cc2ccc4c(c2)OCO4)CC1)CC3,13,0.9%
COc1nc(-c2ccc(Cl)cc2)ccc1-c1noc(-c2ccco2)n1,.,-2.2%
COc1cc(-c2ccc3oc(-c4ccsc4)cc3c2)cc(OC)c1OC,.,1.3%
Cc1ccc(OCCn2cccc2/C=C2/C(=O)NC(=O)N(Cc3ccco3)C2=O)cc1,-11,-3.0%
COc1cccc(C2=NOC(C(=O)Nc3cccnc3Cl)C2)c1OC (centres undefined),3,-17%
Cc1cn(S(=O)(=O)c2cc(Br)ccc2Br)cn1,1,11%
COC(=O)C[C@H]1c2cc(F)ccc2S(=O)(=O)N1C(C)C,.,3.1%
CC(=O)Nc1ccc(OCC(O)Cn2nc(C)nc2C)cc1 (centres undefined),8,-3.3%
Cc1ccc(-c2nc(NC(=O)CSc3ncn[nH]3)ns2)cc1,-15,-0.1%
CCn1c(C)nc2cc(C(=O)N/N=C/c3ccc(OC)c(O)c3)ccc21,-14,3.5%
O=C(O)CC/C(=N/NC(=O)c1cccs1)c1ccccc1,14,-0.5%
CC1(C)CC(=O)C(C2c3ccccc3S(=O)(=O)c3ccccc32)C(=O)C1,2,-4.1%
O=C(c1cccn2c(=O)c3ccccc3nc12)N1CCN(Cc2ccc3c(c2)OCO3)CC1,-15,1.4%
COc1ccc(C(=O)NCCc2cn3ccc(C)cc3n2)cc1,10,5.5%
COc1ccc(OC)c(/C=C/C(=O)N2C(=O)c3cccc(N)c3C2=O)c1,3,-8.4%
O=C(Nc1ccc(N2CCCCC2)cc1)c1cccnc1,6,-4.1%
CCC(C)(C)NC(=O)C(c1cccn1C)N(C(=O)Cn1nnc2ccccc21)c1ccccc1OC (centres undefined),4,4.8%
COC(=O)c1cc(NC(=O)c2nccnc2C(=O)O)cc(C(=O)OC)c1,-3,-3.1%
O=C(NCc1cccs1)C(=O)NCC(c1ccco1)N1CCN(c2ccccc2F)CC1 (centres undefined),-10,0.8%
O=C(C(Cc1ccccc1)N1C(=O)C2C3C=CC(C3)C2C1=O)N1CCCCCC1 (centres undefined),.,-3.9%
O=C(CSc1nnc(-c2ccccc2Cl)n1Cc1ccco1)Nc1ccc2c(c1)OCCO2,-9,-6.8%
Cc1occc1C(=O)N1CCN(c2ccc(Cl)c(Cl)c2)CC1,.,1.6%
CC(C)Cc1cc(C(=O)N2CCC(N3CCC(C(=O)N4CCCC4)CC3)CC2)n[nH]1,.,3.4%
Cc1cc[n+](CC(=O)Nc2nc3ccccc3s2)cc1,-4,-5.1%
CC(C)Cn1c(=O)c(C2=NS(=O)(=O)c3ccccc3N2)c(O)c2ccccc21,.,0.9%
CC(C(=O)O)n1c(-c2ccn[nH]2)n[nH]c1=S (centres undefined),-5,-2.8%
Cc1ccnc(NC(=O)c2c(-c3ccccc3Cl)noc2C)c1,.,-0.4%
O=C(Cn1c(=O)oc2ccccc21)Nc1ccc(S(=O)(=O)N2CCCCC2)cc1,.,-0.8%
O=C(c1cccc(C(F)(F)F)c1)N1CCC(O)(CS(=O)(=O)Cc2ccccc2Cl)CC1,6,-2.0%
COc1cc(C(NC=O)C(=O)Nc2c(C)cccc2C)ccc1O (centres undefined),.,-3.8%
O=C(COc1ccc(-n2cnnn2)cc1)NC1CCCCC1,.,-0.9%
CC(=O)Nc1ccc(NC(=O)C2CC(=O)Nc3nc4ccccc4n32)cc1 (centres undefined),-1,-1.0%
Cc1ccc(C(=O)N2CCCC2)cc1S(=O)(=O)Nc1ccccc1,.,8.8%
COC(=O)c1ccc(C(=O)OC)c(NC(=O)/C=C/C(=O)O)c1,34,-0.1%
CCCc1cc(=O)[nH]c(SCC(=O)c2cc(C)n(C(C)COC)c2C)n1 (centres undefined),15,1.7%
COc1cccc(OCc2nc3ccccc3[nH]2)c1,6,6.2%
O=C(Nc1ccc(-c2cn3ccsc3n2)cc1)C1COc2ccccc2O1 (centres undefined),5,11%
CC1=C(C#N)C(NC(=O)C(C)(C)C)(C(F)(F)F)C(=O)N1 (centres undefined),.,-2.1%

# Additional structures follow.
SMILES,RmlCD inh 1536,M. tuberculosis GlmU
CCN1CCN(c2ccc(N)cc2C)CC1,-13,-9.7%
COc1ccccc1OCC(=O)N(Cc1nc(-c2ccccc2)no1)C1CCCCC1,1,-0.7%
Cc1cc(C)n(C(=O)CNC(=O)c2ccc3c(c2)OCCO3)n1,8,-1.9%
COC(=O)CCCC1=CC2=CC(=O)C(C)(OC(=O)c3cccs3)C(=O)C2=CN1Cc1ccc2c(c1)OCO2 (centres undefined),2,9.8%
CC(C)N(C)C1CCN(C(=O)Nc2ccc(Cl)cc2)CC1,10,1.7%
CC1=C(C(=O)Nc2ccccc2C)C2(CCCC2)C(C(N)=O)C(=O)N1 (centres undefined),.,-0.1%
Cc1ccc(OCC(=O)N2CC(C)OC(C)C2)c([N+](=O)[O-])n1 (centres undefined),-7,2.2%
O=C(NCCCN1CCc2ccccc2C1)C1CCN(S(=O)(=O)N2CCC3(CC2)OCCO3)CC1,4,-8.7%
NNC(=O)c1cccc(S(=O)(=O)Nc2cccc(C(F)(F)F)c2)c1,.,5.2%
O=C(CNc1ccccc1)N/N=C/c1ccc2c(c1)OCO2,.,-0.8%
N/C(=N\OC(=O)COc1ccc(Cl)cc1)c1ccc(Cl)cc1,6,-2.4%
C=CCn1c(=O)[nH]c2cc(C(=O)N3CCN(c4cc(C)ccc4C)CC3)ccc2c1=O,-7,.
Brc1c(-c2ccc3c(c2)OCO3)nc2ncccn12,-1,2.2%
CCOC(=O)N1CCC(c2[nH][nH]c(=O)c2C)CC1,-2,4.7%
O=C(NNS(=O)(=O)c1ccc(Br)cc1)c1cccs1,-3,1.5%
O=C(NCC(c1ccco1)N1CCCC1)c1ccc(Cl)cc1 (centres undefined),8,-1.1%
COc1ccc(-c2cc(N)n(S(=O)(=O)Cc3ccccc3)n2)c(OC)c1,3,1.1%
O=C(CNC(=O)C1COc2ccccc2O1)N/N=C\c1ccc(Cl)cc1 (centres undefined),29,5.2%
Cc1onc(-c2ccccc2)c1C(=O)NC(C)C,.,0.7%
CSC1=NCCN1C(=O)C(C)(C)Oc1ccc(Cl)cc1,.,1.0%
CC(=O)C1=NN(c2ccccc2)C(c2ccc3c(c2)OCO3)N1c1ccc(N2CCOCC2)cc1 (centres undefined),4,1.8%
CCC(C)C(=O)Nc1cc(C(=O)OC)ccc1C(=O)OC (centres undefined),.,-0.4%
Cc1ccc(N2C(=O)CC(NNc3nc4ccccc4s3)C2=O)cc1 (centres undefined),-6,-4.8%
CCC(C)NC(=O)c1ccccc1C(=O)NC(C)CC (centres undefined),-4,-5.4%
CN(C)/C=C/C(=O)c1ccc(N2CCN(c3ncc(C(F)(F)F)cc3Cl)CC2)cc1,.,-3.8%
CCC(C)NS(=O)(=O)c1ccc(NS(=O)(=O)c2ccccc2[N+](=O)[O-])cc1 (centres undefined),.,3.7%
CCn1cc(Cl)c(C(=O)N2N=C3/C(=C/c4cccs4)CCCC3C2c2cccs2)n1 (centres undefined),-13,0.2%
CCOc1ccc(NC(=O)c2cc(C)nc3ccccc23)cc1,5,3.7%
Nc1nc(CSc2nc3ccccc3[nH]2)cs1,55,1.6%
CCOC(=O)c1c(C)nc2ncccn12,.,6.0%

# Laid out differently: 2 of the compounds above
mol: CCn1cc(Cl)c(C(=O)N2N=C3/C(=C/c4cccs4)CCCC3C2c2cccs2)n1 (centres undefined)
- RmlCD inh 1536 = -13
- M. tuberculosis GlmU = 0.2%
mol: CCC(C)C(=O)Nc1cc(C(=O)OC)ccc1C(=O)OC (centres undefined)
- RmlCD inh 1536 = .
- M. tuberculosis GlmU = -0.4%

# Another view of some results above:
SMILES	RmlCD inh 1536	M. tuberculosis GlmU
O=C(NCC(c1ccco1)N1CCCC1)c1ccc(Cl)cc1 (centres undefined)	8	-1.1%
COc1ccc(-c2cc(N)n(S(=O)(=O)Cc3ccccc3)n2)c(OC)c1	3	1.1%

# The list goes on:
SMILES,RmlCD inh 1536,M. tuberculosis GlmU
O=C(c1ccccc1)c1nn(-c2ccccc2)c(=O)cc1C(F)(F)F,10,0.9%
COn1cnnc1-c1ccccc1,.,0.2%
CCN(CC)C(=O)c1sc(NC(=O)c2cccc([N+](=O)[O-])c2)c(C#N)c1C,.,-1.2%
CC(C)c1nnc(NC(=O)CSc2nc3ccccc3s2)s1,-7,0.1%
COc1ccc(-n2cnc3scc(-c4ccccc4)c3c2=O)cc1,-7,1.6%
Cn1c(COc2ccc(Cl)cc2)nc2ccccc2c1=O,9,1.6%
CCOc1ccc(N2C(=O)CC(N(Cc3ccco3)C(=O)CCC(=O)O)C2=O)cc1 (centres undefined),1,-7.8%
O=[N+]([O-])c1ccc(-c2cn(-c3ccccc3)c(=S)[nH]2)cc1,79,-3.1%
COc1ccccc1Nc1ccncc1[N+](=O)[O-],-6,2.5%
CNC(=O)c1ccc(CNC(=O)OCc2ccccc2)cc1,-6,-0.6%
O=C(Cc1ccccc1)Nc1ccccc1C(=O)Nc1ccccc1,7,2.3%
